HBB splicing = modulators of hemoglobin beta chain splicing. HBB splicing reporter cell assay, activation; EGFP reporter with mutant IVS2-654 intron; response scale: normalised to 500 nM splice-correcting PNA. Potency, µM (titrated, usually from 46.1 µM), for the others: at the top dose activation, usual class: activators. 65,000 compounds, 0.06% hits. AID 925; further: potency means the concentration at half of the fitted maximal effect; 0% is about no effect
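HeLa cells stably expressing EGFP interrupted by mutant beta-globin intron 2 (IVS2-654), 500/well in 2% FCS. Treated with compound for 2 days at 37C. Splicing correction scored as total well GFP intensity (488 nm excitation, 500-520 nm emission); 500 nM antisense PNA served as control.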
Ub-GFP proteasome = ubiquitin-GFP accumulation via proteasome inhibition | AID 526 | Potency, µM (titrated, usually from 45.9 µM), without a hit: at the highest dose activation (GFP accumulation), most hits filed as activators | 67,000 tested, under 10 active | Ubiquitin-GFP reporter cells, proteasome inhibition, GFP fluorescence; response scale: untreated = 0%, 10 µM MG-132 = 100%; active means well fitted activation curve with a large enough effect, not every such curve was filed as active; inconclusive means small, poorly fitted or top-dose-only effect, or another doubt; inactive means no such curve, though single readings can be large or run the other way; further: potency means the concentration at half of the fitted maximal effect
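U2OS Ub(G76V)-GFP reporter; O/N plating, 0.5% FBS; cpd 46 uM–2.9 nM, 4 h, 37 °C; GFP+ cell count, 488/515 nm; norm. to basal vs 10 uM MG-132; CRC fit.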
ERK AVP inh = inhibitors of vasopressin-stimulated ERK signaling pathway. HEK293-V1b, vasopressin-stimulated pERK AlphaScreen. Potency, µM (doses to about 57.5 µM), for the others: at the highest dose activity, negative = inhibition, most hits filed as inhibitors. 72,000 compounds, 0.99% hits; further: potency means the concentration at half of the fitted maximal effect; on the % scale 0 is the no-effect control and ±100 the full control effect; nearly all actives have a fitted effect of over 55% in size
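HEK293 cells stably expressing V1b receptor, seeded overnight in 1% FBS, were treated with compounds for 30 min at 37C, then stimulated 5 min with 25 nM vasopressin; phospho-ERK read by AlphaScreen SureFire after lysis.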
Epigenetic mod = epigenetic modulators derepressing GFP locus in mouse cells. Potency, µM (top dose mostly 46.1 µM), for the others: at the top dose GFP derepression (activation). 68,000 compounds, 0.09% hits. mouse C127i GFP locus derepression, cytometry, 30 h; further: % of control where 0% means no effect
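Locus derepression in mouse mammary C127i cells whose integrated CMV-GFP reporter is normally silent; GFP expression after 30 h compound treatment was quantified by counting fluorescent cells.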
DNA Pol III inh = blocks replication by bacterial DNA polymerase III holoenzyme; 71,000 compounds, 0.25% hits; reconstituted DNA polymerase III holoenzyme replication, biochemical; Potency, µM (top dose mostly 57.1 µM), for the others: at the top dose activity change, negative = inhibition; further: potency means the concentration at half of the fitted maximal effect; on the % scale 0 is the no-effect control and ±100 the full control effect
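Reconstituted *E. coli* holoenzyme (0.35 nM Pol III, 1 nM beta, 154 nM SSB, 2 nM primase) was preincubated with compound for 15 min at RT. Synthesis on 1.4 nM ssM13Gori ran 35 min, then was stopped with PicoGreen/EDTA and read as dsDNA fluorescence.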
Hsp90 Hop PPI = changes Hsp90-Hop TPR2A binding signal, up or down; 71,000 compounds, 0.44% hits; Potency, µM (top dose mostly 57 µM), for the others: at the highest dose activity change, negative = inhibition; AID 595; AlphaScreen TPR2A-His6 binding biotin-Hsp90 C-terminal peptide; active means well fitted curve in either direction with a large enough effect; inconclusive means small, poorly fitted or top-dose-only effect, or another doubt; further: potency means the concentration at half of the fitted maximal effect; on the % scale 0 is the no-effect control and ±100 the full control effect; many of its hits are not listed in these tables
CRE Fsk mod = modulators of forskolin-stimulated CRE signaling in CHO cells; CHO CRE-bla reporter (cAMP response element driving beta-lactamase), forskolin EC10, beta-lactamase ratio; Potency, µM (titrated, usually from 38.2 µM), for inactives: at the top dose activity change, negative = inhibition, usual class: activators; 71,000 compounds, 2.5% hits; AID 662; active means well fitted activation curve with a large enough effect in the signal ratio, with a control signal flat, not every such curve was filed as active; inconclusive means small, poorly fitted or top-dose-only effect, or effect the other way, or a change in a side signal; the % refers to the signal ratio; further: potency means the concentration at half of the fitted maximal effect; % of control where 0% means no effect
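Forskolin analogue NKH 477 at EC10 stimulated CRE-driven beta-lactamase in CHO cells alongside compound dilution series. Beta-lactamase was measured with CCF4, excitation 405 nm, emission ratio 460/530 nm.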
15-hLO inh = blocks human 15-lipoxygenase activity; Potency, µM (highest dose often 57.1 µM), for inactives: at the highest dose activity change, negative = inhibition, most hits filed as inhibitors; P16050; AID 887; 74,000 compounds, 1.4% hits; purified 15hLO-1, xylenol orange hydroperoxide absorbance; further: potency means the concentration at half of the fitted maximal effect; on the % scale 0 is the no-effect control and ±100 the full control effect; nearly all actives have a fitted effect of over 55% in size
Target sequence (P16050 whole entry, looked up): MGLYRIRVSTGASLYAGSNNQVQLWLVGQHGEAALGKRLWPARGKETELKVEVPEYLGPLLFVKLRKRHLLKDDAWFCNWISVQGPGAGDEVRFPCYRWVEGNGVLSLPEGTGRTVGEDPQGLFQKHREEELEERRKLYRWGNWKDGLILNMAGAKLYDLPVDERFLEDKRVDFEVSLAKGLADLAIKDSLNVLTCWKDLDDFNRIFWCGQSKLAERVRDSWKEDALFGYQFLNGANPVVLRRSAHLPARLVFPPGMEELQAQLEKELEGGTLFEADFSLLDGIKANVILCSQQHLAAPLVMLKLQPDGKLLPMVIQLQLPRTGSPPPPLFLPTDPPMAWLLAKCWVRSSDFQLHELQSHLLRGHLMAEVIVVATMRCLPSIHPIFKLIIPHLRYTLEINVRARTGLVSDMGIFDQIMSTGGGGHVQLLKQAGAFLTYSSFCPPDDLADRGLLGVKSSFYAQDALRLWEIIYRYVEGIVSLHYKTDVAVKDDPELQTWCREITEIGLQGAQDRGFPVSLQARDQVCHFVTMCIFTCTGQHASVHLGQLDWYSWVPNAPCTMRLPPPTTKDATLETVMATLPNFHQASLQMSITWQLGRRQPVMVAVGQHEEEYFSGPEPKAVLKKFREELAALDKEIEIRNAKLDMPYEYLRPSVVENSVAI
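Purified human 15hLO-1 (40 nM) in 25 mM Hepes pH 7.5, 0.01% Triton X-100, preincubated 15 min RT with compound, then 50 uM arachidonic acid for 6 min. Hydroperoxide read by ferrous/xylenol orange, 30 min; 573/405 nm absorbance ratio gave progress.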
Tau fil binding = binds recombinant human tau filaments. P10636. Potency, µM (doses to about 57.1 µM), for the others: top-dose activity change, negative = inhibition. AID 596. recombinant tau filaments, thioflavin S fluorescence, 15 h; filaments grown with octadecylsulfate alongside compound. 71,000 compounds, 2% hits;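 further: potency means the concentration at half of the fitted maximal effect; on the % scale 0 is the no-effect control and ±100 the full control effect; actives lower thioflavin S fluorescence by blocking filaments or displacing dye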
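Recombinant tau protein (human, 1 uM final) plus 30 uM ODS in HEPES pH 7.4 with NaCl, DTT and thioflavine S. Compound present from the start; fluorescence at 510 nm after 15 h, 37 C.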
HADH2 inhib = blocks human hydroxyacyl-CoA dehydrogenase type II. 73,000 compounds, 3.4% hits. recombinant HADH2, NADH fluorescence, beta-hydroxybutyryl-CoA. AID 886. Potency, µM (doses to about 57.1 µM), for inactives: at the top dose activity change, negative = inhibition, most hits filed as inhibitors. Q99714; further: potency means the concentration at half of the fitted maximal effect; on the % scale 0 is the no-effect control and ±100 the full control effect; nearly all actives have a fitted effect of over 60% in size; many of its hits are not listed in these tables
Target sequence (Q99714 whole entry, looked up, one chain of several): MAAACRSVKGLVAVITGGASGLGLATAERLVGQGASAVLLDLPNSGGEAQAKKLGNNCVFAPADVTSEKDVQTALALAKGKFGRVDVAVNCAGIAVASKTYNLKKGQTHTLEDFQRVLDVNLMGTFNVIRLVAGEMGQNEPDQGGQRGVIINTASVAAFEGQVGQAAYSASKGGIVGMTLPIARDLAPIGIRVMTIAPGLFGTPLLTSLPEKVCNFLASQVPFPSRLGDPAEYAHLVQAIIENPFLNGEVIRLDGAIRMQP
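NADH fluorescence (ex 360/em 450 nm) read every 30 s for 4 min; activity taken as last-minus-first time point difference. Enzyme 20 nM, NAD+ 1 mM, beta-hydroxybutyryl-CoA 90 uM, pH 9.0 Tris buffer.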
FLuc inh = firefly luciferase inhibition | P08659 | purified firefly luciferase, luminescence, 8 min | Potency, µM (titrated, usually from 57.1 µM), for inactives: at the highest dose activity change, negative = inhibition, usual class: inhibitors | 72,000 compounds, 2.2% hits | AID 411; further: potency means the concentration at half of the fitted maximal effect; on the % scale 0 is the no-effect control and ±100 the full control effect; nearly all actives have a fitted effect of over 40% in size
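Luminescence read-out after 8 min at room temperature; enzyme reaction used luciferin plus 10 uM ATP (linear range) in imidazole buffer pH 7.2 with KCl, MgCl2, Tween 20 and BSA. Each sample was run as a titration.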
* hit, by the source's call; u = inconclusive; x = not tested or not shown; [ ] = another dose, or the depositor's remark. Unless noted, the call rests on the fitted dose curve; in most records, active means well fitted curve in the direction sought with a large enough effect; inconclusive means small, poorly fitted or top-dose-only effect, or another doubt; inactive means no such curve, though single readings can be large; an effect the other way counts as inactive or inconclusive.

| canonical_smiles | HBB splicing | Ub-GFP proteasome | ERK AVP inh | Epigenetic mod | DNA Pol III inh | Hsp90 Hop PPI | CRE Fsk mod | 15-hLO inh | Tau fil binding | HADH2 inhib | FLuc inh |
| --- | --- | --- | --- | --- | --- | --- | --- | --- | --- | --- | --- |
| COC(=O)[C@@]1(Cc2ccc(OC)cc2)[C@@H]2C(=CC(=O)[C@H]2CC(=O)C(=O)N2CCCC2)CN1C(=O)c1ccccc1 | 0.4% | x | 29% | x | -8% | -8% | -27% | x | -4% | -7% | x |
| Cn1c2c(c(=O)n(C)c1=O)CN(Cc1ccc3c(c1)OCO3)CN2 | -1.3% | -4% | -23% | 0% | 3% | -5% | u | -15% | -3% | 7% | -1% |
| COCCCn1c(SCC(=O)Nc2cccc(C)n2)nnc1-c1ccco1 | x | 3% | 35%[activator] | 0% | -3% | 1% | 11% | 4% | 2% | 2% | -3% |
| CSc1nsc(SC)c1C(=O)NCCNS(=O)(=O)c1ccc(C)cc1 | x | -5% | 11% | u | -1% | -2% | 11% | u | 10% | u | 0% |
| CC(C)(C)c1ccc(-c2nnc(SCc3ccc(Cl)cc3)n2-c2cccc(C(F)(F)F)c2)cc1 | 1.6%[9.22 µM] | -11%[9.17 µM] | -16%[11.5 µM] | 2%[9.22 µM] | -5%[11.4 µM] | -2%[11 µM] | 4%[7.6 µM] | 5%[11.4 µM] | 4%[11.4 µM] | -1%[11.4 µM] | 2%[11.4 µM] |
| O=c1c(-c2ccccc2)nc2cnc(Nc3ccccc3)nc2n1C[C@H]1CCCO1 | 1.6% | 19% | -13% | 14%[9.22 µM] | -7% | -3% | 1.3µM* | -13% | 14% | 11% | -2%[11.4 µM] |
| CCOC(=O)c1c(C)oc2c1c(C(c1ccncc1)N1CCOCC1)c(O)c1ccccc12 (centres undefined) | -0.4%[57.5 µM] | -2% | -15% | u | -3% | -20% | 11% | u | 13µM* | u | -15% |
| Nc1c(OCC(=O)O)ccc2cc(S(=O)(=O)O)ccc12 | 2.7%[9.22 µM] | 7%[9.17 µM] | -1%[11.5 µM] | 2%[9.22 µM] | -2%[11.4 µM] | -5%[11 µM] | -1%[7.6 µM] | 4%[11.4 µM] | 5%[11.4 µM] | -7%[11.4 µM] | -2%[11.4 µM] |
| Cn1cc(Br)c(C(=O)NC2CCCCC2)n1 | -1.5% | -3% | 3% | 3% | -4% | -3% | u | -2% | 11% | 0% | 0% |
| CCN(CC)C(=O)N1CCC(NC(=O)c2ccc(C(C)(C)C)cc2)CC1 | x | -2% | -12% | 0% | -4% | -1% | 4% | -3% | 8% | 4% | 2% |
| CCn1c(SCC(=O)Nc2cc(C)on2)nc2sc3c(c2c1=O)CCCC3 | -1.2% | -3% | -8% | -1% | -4% | u | u | -10% | 106% | -17% | 0% |
| CCOc1ccccc1OCC(=O)O | -0.4% | -1% | 6% | 1% | -4% | -4% | u | 11% | -7% | -5% | 0% |
| CCOC(=O)c1cnn2c(C(F)F)cc(C3CC3)nc12 | 5.1% | 3% | -13% | 0% | 3% | -2% | u | 1% | -4% | 2% | 1% |
| CCCn1c(C)nc2c(NC3CCCCC3)nc(C)nc21 | -1.9% | -3% | 11% | x | 0% | 0% | u | 15% | -3% | 8% | x |
| O=c1[nH]c(SCc2cc(=O)n3ccccc3n2)nc2c1CCC2 | -0.9% | 6% | 15% | 1% | -3% | -1% | u | 0% | 8% | 1% | 1% |

2 entries from above, set out differently:
structure: Nc1c(OCC(=O)O)ccc2cc(S(=O)(=O)O)ccc12
  HBB splicing: 2.7%[9.22 µM] | Ub-GFP proteasome: 7%[9.17 µM] | ERK AVP inh: -1%[11.5 µM] | Epigenetic mod: 2%[9.22 µM] | DNA Pol III inh: -2%[11.4 µM] | Hsp90 Hop PPI: -5%[11 µM] | CRE Fsk mod: -1%[7.6 µM] | 15-hLO inh: 4%[11.4 µM] | Tau fil binding: 5%[11.4 µM] | HADH2 inhib: -7%[11.4 µM] | FLuc inh: -2%[11.4 µM]
structure: CCOC(=O)c1c(C)oc2c1c(C(c1ccncc1)N1CCOCC1)c(O)c1ccccc12 (centres undefined)
  HBB splicing: -0.4%[57.5 µM] | Ub-GFP proteasome: -2% | ERK AVP inh: -15% | Epigenetic mod: u | DNA Pol III inh: -3% | Hsp90 Hop PPI: -20% | CRE Fsk mod: 11% | 15-hLO inh: u | Tau fil binding: 13µM* | HADH2 inhib: u | FLuc inh: -15%

Next records follow.
| canonical_smiles | HBB splicing | Ub-GFP proteasome | ERK AVP inh | Epigenetic mod | DNA Pol III inh | Hsp90 Hop PPI | CRE Fsk mod | 15-hLO inh | Tau fil binding | HADH2 inhib | FLuc inh |
| --- | --- | --- | --- | --- | --- | --- | --- | --- | --- | --- | --- |
| Oc1ccc(CNc2ccccc2F)c2cccnc12 | x | 1% | -5% | 3% | -3% | 5µM* | 4% | 14% | -5% | u | 3% |
| CC(=O)c1cccc(NC(=O)C2CCN(S(=O)(=O)c3ccc(F)cc3)CC2)c1 | -0.9% | -9% | 11% | 0% | 6% | -1% | -5% | 4% | 3% | -1% | 0% |
| CCC(Sc1nc(C)cc(=O)[nH]1)C(=O)Nc1nnc(C)s1 (centres undefined) | -1.6% | 3% | -5% | -2% | 1% | -6% | -2% | -5% | 8% | 12% | 1% |
| CCC1(c2cccc(Cl)c2)NC(=O)N(Cc2cc(C(=O)OC)c(C)o2)C1=O (centres undefined) | -0.1%[57.5 µM] | -1% | u | -2% | -8% | -1% | -11% | -13% | 1% | -3% | -1% |
| O=C(NCc1ccc2c(c1)OCO2)c1ccncc1 | 1.9%[57.5 µM] | 0% | -13% | -2% | 1% | -2% | -9% | 1% | -3% | u | 0% |
| COc1ccc(C2=[N+]([O-])C(C)(C)N(O)C2(C)C)cc1 | -0.7%[9.22 µM] | -12% | 25% | -4% | 5% | -4% | -5% | -4% | -6% | -1% | -1% |
| NC(=O)c1c(N)sc2c1CCCC2 | -0.1%[57.5 µM] | 2% | -2% | 8% | -1% | -7% | 2% | -27% | 1% | u | -2% |
| CCOC(=O)CCSc1nc2c(c(C(F)(F)F)c1C#N)CCC2 | -0.6% | 0% | 51%[activator] | 0% | -5% | u | 8% | -3% | 3% | -6% | 0% |
| CC1(C)Cc2nc3sc4c(SCC(=O)NCc5ccco5)ncnc4c3cc2CO1 | 0.7% | 6% | u | 7% | -4% | -5% | 7% | -5% | 12% | -4% | 5µM* |
| CCCN(C(=O)Cc1nc(N)n[nH]1)C1(C(=O)Nc2c(C)cccc2C)CCCCC1 | -0.2% | 9% | -16% | 2% | -2% | -20% | 0% | 22% | -3% | 0% | 0% |
| COC(=O)[C@@]1(Cc2ccc(F)cc2)[C@H]2c3cc(C(=O)N(C)C)n(Cc4ccc(C)o4)c3C[C@H]2CN1C(=O)c1ccccc1 | -1.3% | x | 18% | x | -6% | -8% | 1% | x | 0% | -7% | x |
| O=C(Nc1ccc(N2CCCCC2)cc1)c1ccc(F)cc1 | 0.4%[57.5 µM] | 5% | u | -2% | -4% | -8% | 1% | u | -26% | 6% | 4µM* |
| CC(Sc1nc(N2CCOCC2)nc(N2CCOCC2)n1)C(=O)Nc1ccccc1 (centres undefined) | x | 2% | -5% | 2% | 1% | -1% | 8% | -3% | -2% | 28% | -2% |
| O=C(Nc1cccc(F)c1)N1CCCC2(CCN(S(=O)(=O)c3ccccc3)CC2)C1 | -0.7% | 22% | 24% | 2%[9.22 µM] | 0% | -3% | -9% | 6% | -3% | -3% | 2%[11.4 µM] |
| COC(=O)c1sc(NC(=O)c2cc3c(s2)CCCC3)nc1C | -1.2% | -3% | 8% | 3% | 2% | u | u | 0% | -4% | -29% | 2% |
| COc1ccc(-c2cc(C(F)(F)F)nc(SCCC(=O)Nc3cc(C)on3)n2)cc1 | 1.8% | -4% | 16% | -1% | 1% | -5% | 0% | -1% | -6% | 25% | -27% |

Bioassay records deposited in PubChem by National Center for Advancing Translational Sciences (NCATS).

Only part of the results is shown (hit frequency here may not be typical).
